Screening data from PubChem BioAssay.
TDP43 rescue: rescues yeast growth from TDP-43 toxicity; TDP-43 expressing yeast growth rescue, BacTiter-Glo, 24 h; 410,000 tested, 1.8% active; Potency, µM (highest dose often 46.1 µM), without a hit: at the highest dose growth rescue (activation), hits mostly activators; further: potency means the concentration at half of the fitted maximal effect; % of control where 0% means no effect; nearly all actives have a fitted effect of over 50% in size
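Cell-based yeast growth screen: TDP-43 expression induced in galactose, inoculum OD600=0.02 after raffinose pregrowth to mid-log. Read-out BacTiter-Glo luminescence at 24 hr, 30 deg C; inhibition of toxicity seen as signal increase.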
GLP-1R inv ag: GLP-1 receptor (human) inverse agonism. P43220. HEK293 GLP-1R CRE-luciferase, luminescence, 24 h; GLP-1R form is constitutively active. Potency, µM (doses to about 38.3 µM), for the others: at the top dose activity change, negative = inhibition, hits mostly inhibitors. 410,000 tested, 1.6% active; further: potency means the concentration at half of the fitted maximal effect; on the % scale 0 is the no-effect control and ±100 the full control effect; nearly all actives have a fitted effect of over 55% in size
Target sequence (P43220 whole entry, looked up): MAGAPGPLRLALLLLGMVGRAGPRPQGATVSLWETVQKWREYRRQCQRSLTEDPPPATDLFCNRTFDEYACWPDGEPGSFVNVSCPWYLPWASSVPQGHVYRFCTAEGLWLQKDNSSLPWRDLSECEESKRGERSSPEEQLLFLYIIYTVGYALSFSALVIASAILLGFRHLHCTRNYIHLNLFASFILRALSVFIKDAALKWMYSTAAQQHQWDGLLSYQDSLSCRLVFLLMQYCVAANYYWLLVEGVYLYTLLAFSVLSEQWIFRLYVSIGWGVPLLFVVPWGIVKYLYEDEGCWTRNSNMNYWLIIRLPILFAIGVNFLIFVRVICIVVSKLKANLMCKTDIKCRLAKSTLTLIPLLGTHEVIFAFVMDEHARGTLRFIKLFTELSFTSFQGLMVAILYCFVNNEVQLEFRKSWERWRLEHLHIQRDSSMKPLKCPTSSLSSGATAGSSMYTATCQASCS
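Using stably transfected HEK293 (constitutively active GLP-1R, cAMP-luciferase reporter), compounds were incubated 24 hr and luciferase measured by luminescence.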
Abeta yeast res: compounds reversing amyloid beta toxicity in yeast; yeast expressing A-beta42, growth rescue, OD600, 48 h; response scale: 0% DMSO, 100% iron-clioquinol control; 410,000 tested, 0.063% active; Potency, µM (titrated, usually from 46.1 µM), without a hit: top-dose growth rescue, most hits filed as activators; AID 1347071; further: potency means the concentration at half of the fitted maximal effect; nearly all actives have a fitted effect of over 55% in size
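Growth rescue measured by 600 nm absorbance after 48 h yeast culture at 30 C with compound. Values normalized between DMSO and an equimolar ferric chloride plus clioquinol control.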
aSyn rescue: inhibitors of alpha-synuclein toxicity in yeast | Yeast expressing alpha-synuclein, growth rescue, BacTiter-Glo, 24 h | Potency, µM (doses to about 46.1 µM), for the others: at the top dose growth rescue (activation), actives largely listed as activators | 370,000 tested, 0.14% active; further: potency means the concentration at half of the fitted maximal effect; % of control where 0% means no effect; nearly all actives have a fitted effect of over 65% in size
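Rescue of yeast growth: cells expressing toxic alpha-synuclein, induced in galactose at OD600 0.02, incubated with compound 24 h at 30 C. ATP luminescence quantified growth; inhibitors of toxicity appear as activators.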
DRD3 antagonist: D3 dopamine receptor (human) antagonism. P35462. D3R cells, DiscoveRx beta-arrestin luminescence, antagonist mode; active compounds read low. max response, negative = inhibition, %. 360,000 tested, 2.5% active. AID 652054; in the data active means max response below about -50%; inconclusive means no clear call, values can overlap the other calls; further: on the % scale 0 is the no-effect control and ±100 the full control effect; mostly tested at two doses, the higher about 12 µM
Target sequence (P35462 whole entry, looked up): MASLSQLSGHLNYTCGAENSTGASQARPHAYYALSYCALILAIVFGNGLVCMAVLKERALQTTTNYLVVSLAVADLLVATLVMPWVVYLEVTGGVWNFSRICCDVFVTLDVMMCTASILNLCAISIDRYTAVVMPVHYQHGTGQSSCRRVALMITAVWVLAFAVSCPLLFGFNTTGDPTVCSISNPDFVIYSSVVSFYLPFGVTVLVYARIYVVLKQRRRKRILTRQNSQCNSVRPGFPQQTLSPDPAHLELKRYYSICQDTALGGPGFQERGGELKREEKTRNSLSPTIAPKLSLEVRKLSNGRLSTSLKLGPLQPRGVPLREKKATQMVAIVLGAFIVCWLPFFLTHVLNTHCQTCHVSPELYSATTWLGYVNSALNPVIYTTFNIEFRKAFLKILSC
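Cells expressing the human receptor were seeded at 1500 cells/well, incubated overnight at 37 degrees C in 5% CO2, then exposed to library compounds with dopamine controls for 90 minutes at 37 degrees C before luminescent detection.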
PTHR1 agonist: agonists of human PTHR1 parathyroid hormone receptor. AID 743266. HEK293 GP2 PTHR1 cells, GloSensor cAMP luminescence, 1 h. Q03431. 410,000 tested, 0.075% active. Potency, µM (doses to about 115 µM), without a hit: at the top dose activation, most hits filed as activators; further: potency means the concentration at half of the fitted maximal effect; nearly all actives have a fitted effect of over 55% in size; some results filed as inactive show a strong effect at the top dose; inactives centre near -15; many of its hits are not listed in these tables
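HEK-293-derived GP2 cells expressing PTHR1 and a GloSensor cAMP reporter, 3,000/well, plated overnight, given luciferin plus IBMX (each 0.5 mM as added) for 1 h at 37 °C, then compound for 1 h at 37 °C. Luminescence was read after 15 min at room temperature.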
pAkt inh: inhibitors of Akt phosphorylation; Neuro2A IGF-stimulated pAkt S473 HTRF, 20 min; active compounds read low; activity change, % for hits at 50 µM; 360,000 tested, 0.32% active; AID 651550; in the data active means activity change below about -80%; inconclusive means mostly about -51% to -80%; further: on the % scale 0 is the no-effect control and ±100 the full control effect
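Single-point screen (50 µM final compound) in Neuro2A cells stimulated 20 min with 6 nM IGF at 37 deg C. After lysis, Ser473-phosphorylated Akt read by HTRF (ex 330 nm, em 615/665 nm) as the 665/615 ratio.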
GLP-1R agonist: agonists of human GLP-1 receptor. P43220. HEK293 GLP-1R CRE-luciferase, luminescence, 4-6 h; cells express a hypersensitive GLP-1R form. Potency, µM (doses to about 45.6 µM), inactives show at the top dose activation, usual class: activators. 380,000 tested, 0.007% active. AID 624172; further: potency means the concentration at half of the fitted maximal effect; % of control where 0% means no effect
FUS suppressor: FUS proteinopathy suppression in yeast; S. cerevisiae FUS-expressing, growth rescue, OD600, 24 h; Potency, µM (doses to about 76.6 µM), for the others: at the highest dose growth rescue (activation), usual class: activators; 390,000 tested, 0.24% active; AID 1347120;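 further: potency means the concentration at half of the fitted maximal effect; plate controls were DMSO vehicle for no effect and reference control for full effect; nearly all actives have a fitted effect of over 55% in size; some results filed as inactive show a strong effect at the top dose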
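Yeast expressing FUS under galactose induction, OD 0.005 in 2% galactose medium; compounds in a dilution series, 24 h at 30C. Growth rescue by absorbance at 600 nm; CP55940 positive control, DMSO negative.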
* hit, by the source's call; i = inactive; ? = inconclusive; . = not tested or not shown; [ ] = dose if it differs, or a comment. Unless noted, the call rests on the fitted dose curve; in most records, active means well fitted curve in the direction sought with a large enough effect; inconclusive means small, poorly fitted or top-dose-only effect, or another doubt; inactive means no such curve, though single readings can be large; an effect the other way counts as inactive or inconclusive. This is a subset; rates above refer to the full screens.

no.	SMILES	GLP-1R inv ag	DRD3 antagonist	Abeta yeast res	TDP43 rescue	GLP-1R agonist	aSyn rescue	FUS suppressor	pAkt inh	PTHR1 agonist
1	CCOC(=O)CN1C(=O)S/C(=C/c2ccc(OCc3ccc(C(=O)O)cc3)cc2)C1=O	8%	6	-3%	-1%	?	3%	-8%	i	-7%
2	Cc1ccc2nsnc2c1NC(=O)CCc1ccccc1	4%	11	14%	1%	3%	-1%	1%	i	i
3	COc1ccc(C(=O)Nc2ccc3c(c2)C(=O)N(C)C3=O)cc1OC	-11%	16	-4%	-12%	8%	-3%	20%	i	-5%
4	COc1ccc(-n2ncc3c2CC(C)(C)CC3NC(=O)c2ccnn2C)cc1 (stereo not given)	?	2	2%	?	8%	16%	20%	i	-4%
5	O=c1c2ccccc2ncn1Cc1nc2ccccc2s1	6%	12	4%	-21%	22%	5%	-4%	i	-11%[57.5 µM]
6	Cc1cccn2c(=O)c(/C=C(\C#N)S(=O)(=O)c3ccccc3)c(N3CCCCC3)nc12	18%	7	19%	8%	16%	-6%	5%	i	-11%
7	Cc1ccc(CCNC(=O)Cn2nc(C)c3c(C)n(-c4ccc(C)cc4)nc3c2=O)cc1	-27%	.	-8%	8%	.	.	2%	.	-26%
8	COc1ccc(Cn2c(=S)[nH]c3ccccc3c2=O)cc1	5%	-1	24%	24%	0%	1%	2%	i	i
9	COC(=O)c1ccc(-n2nnnc2SCC(=O)Nc2ccccc2F)cc1	-1%	11	0%	17%	4%	-2%	-27%	i	-12%
10	CCOc1ccccc1N(CC(=O)N/N=C(\C)c1cccc(Br)c1)S(C)(=O)=O	27%	3	-1%	9%	14%	1%	23%	i	i
11	CCOc1ccc(CCNC(=O)COC(=O)/C=C/c2ccc(OCC#N)c(OC)c2)cc1OCC	-3%	-18	-14%	2%	8%	-3%	10%	i	i
12	CN(C)/C=N/c1c(C(=O)NCc2ccccc2)nnn1Cc1ccccc1	5%	-19	23%	13%	-6%	3%	8%	i	i
13	CCCCNC(=O)c1ccc2c(OCC)n(CCCC)nc2c1	0%	23	5%	0%	9%	5%	-10%	i	-19%
14	O=C(NCCCO)C(=O)NCC1OCCCN1S(=O)(=O)c1cccs1 (stereo not given)	12%	4	-10%	-17%	9%	1%	6%	i	-19%
15	O=C(CCC(=O)OCc1ccc([N+](=O)[O-])cc1Cl)Nc1ccccc1	-15%	-4	7%	0%	-6%	0%	-6%	i	i
16	O=C(Nc1ccnc(-c2cccnc2)n1)c1cccc(Cl)c1Cl	-14%	14	-7%	19%	14%	-4%	15%	i	-91%[inhibitor]
17	Cc1cc(OCC(=O)NCc2ccccn2)c2c(C)c(Cc3ccccc3)c(=O)oc2c1	-15%	7	4%	7%	16%	2%	7%	i	-5%
18	CCOC(=O)C1(CCOc2ccccc2)CCN(Cc2cc(OC)c3c(c2)OCO3)CC1	?	-10	3%	-10%[1.82 µM]	18%	7%	10%	i	-25%
19	O=c1[nH]c(N2CCN(Cc3ccc4c(c3)OCO4)CC2)nc2c1CCCC2	13%	-5	0%	-24%	9%	-5%	21%	i	-1%
20	COc1ccccc1NC(=S)N(Cc1ccccn1)Cc1ccccc1Cl	-5%	13	-15%	19%	0%	0%	2%	i	i
21	CC(OC(=O)c1ccc(-n2cnnn2)cc1)C(=O)Nc1ccccc1F (stereo not given)	15%	-9	-6%	4%	14%	-4%	.	i	-3%
22	Cc1cc(C)cc(NCc2ccncc2)c1	18%	-2	-6%	5%	5%	-1%	?	i	-7%
23	CCOC(=O)C1CCN(C(=O)c2cc(S(=O)(=O)N3CCc4ccccc43)ccc2OC)CC1	-11%	8	1%	1%	2%	-1%	22%	i	i
24	COc1ccc(C2(C)NC(=O)N(CC(=O)NC3(C#N)CCCCC3)C2=O)cc1 (stereo not given)	7%	10	-9%	7%	-4%	4%	-8%	i	i
25	CC(C)c1cc(C(F)(F)F)n2nc(C(=O)Nc3ccc4c(c3)OCO4)cc2n1	?	-10	-20%	27%	15%	-7%	-8%	i	i
26	Cc1cccc(CN(C)C[C@H]2OCc3cnnn3CCCC(=O)N([C@@H](C)CO)C[C@@H]2C)c1	10%	21	-3%	22%	-1%	-16%	-14%	i	-17%
27	O=C(Cn1cnc(Cl)c1Cl)c1ccc(F)cc1	?	-5	-2%	20%	5%	0%	5%	i	-9%
28	CN(C)c1cccc(C(=O)OCC(=O)N(Cc2ccccc2)C2CCS(=O)(=O)C2)c1 (stereo not given)	2%	0	21%	.	6%	2%	33%	i	i
29	CC(C)N1CCc2c(sc(NC(=O)c3ccc(S(=O)(=O)N4CCOCC4)cc3)c2C(N)=O)C1	13%	1	5%	0%	7%	-1%	-11%	i	i
30	CCOC(=O)C1=C(CNCc2ccc(C)cc2)NC(=O)NC1c1cc(C)ccc1C (stereo not given)	?	22	-13%	10%	7%	-1%	?	i	-55%[inhibitor]
31	Cc1cc(C(=O)NCCCn2ccnc2)sc1-c1ccccc1	-18%	-70*	-11%	0%	22%	-1%	?	i	-91%[inhibitor]
32	O=C1CC(c2ccco2)CC(O)=C1C=Nc1cc(Cl)ccc1Cl (stereo not given)	-9%	0	-8%	-11%	-14%	0%	.	i	i
33	COc1ccccc1-c1nnc(NC(=O)CSc2nncn2C)s1	-12%	2	-5%	-17%	0%	3%	28%	i	-17%
34	NC(=O)CC(NC(=O)Cc1ccc(Cl)cc1)c1ccc(NC2CC3CCC2C3)c([N+](=O)[O-])c1 (stereo not given)	?	-63*	4%	4%	-3%	-1%	?	i	-29%
35	O=C(Nc1nccs1)c1nc[nH]c1C(=O)NCc1ccccc1	?	-14	-4%	22%	4%	-9%	-20%	i	i
36	CCOC(=O)c1cn2nc(N3CCCC3)ccc2n1	5.6µM*	-5	-6%	20%	-30%	-7%	13%	i	-23%
37	COCCCNCCCOc1ccc(Cl)cc1C(C)(C)C	5.6µM*	?	3%	-8%	-3%	1%	23%	i	i
38	COc1cc(O)ccc1C1CC(=O)Nc2c1c(=O)nc(SCc1ccccc1C)n2C (stereo not given)	-2%	.	-15%	0%[9.22 µM]	.	.	?	.	4%
39	Cc1cc2c(C)nc(-c3ccccc3)nc2o1	12%	2	6%	-9%	27%	4%	2%	i	-8%
40	Cc1cc(C)c(OCC(=O)Nc2ccc3c(c2)OCO3)cc1C	-2%	0	-10%	-4%	-4%	-7%	1%	i	-22%[57.5 µM]
41	O=C(Cn1nc(-c2cccc(Cl)c2)ccc1=O)Nc1ccc(C(=O)NC2CC2)cc1	-12%	-5	-19%	14%	0%	-10%	23%	i	-35%[inhibitor]
42	COc1ccc(Cl)cc1C(=O)Nc1ccccc1N1CCN(C)CC1	?	?	-24%	-11%	-2%	2%	.	i	4%
43	O=C(c1ccccc1Br)N(Cc1ccco1)Cc1ccco1	?	.	-39%[inhibitor]	-11%	.	.	2%	.	i
44	O=C(Nc1nnc(C2=COCCO2)o1)C1CCCCC1	14%	6	-4%	21%	3%	4%	2%	i	i
45	Cc1cc(C(=O)N(Cc2nnc(-c3ccc(Cl)cc3)o2)C(C)C)c2ccccc2n1	-2%	3	10%	7%	1%	4%	23%	i	-15%
46	O=C(Nc1ccc(Cl)cn1)C1CCN(c2ncnc3c2nc2n3CCCCC2)CC1	?	-10	7%	?	-4%	5%	-4%	i	-23%
47	O=c1c(Cc2ccc(F)cc2)c(O)ccn1CC1CCCO1 (stereo not given)	12%	-6	7%	1%	-2%	-8%	-6%	i	i
48	Cc1ccc(-c2nnn(CC(=O)Nc3ccc(S(=O)(=O)N4CCC(C)CC4)cc3)n2)cc1	-14%	?	0%	16%	-4%	0%	.	i	i
49	CCOC(=O)CSc1nc2c(sc(=S)n2Cc2ccco2)c(=O)n1-c1ccccc1	-10%	-5	2%	9%	-14%	3%	29%	i	13%[57.5 µM]
50	N=C1C(c2nc(-c3ccc(Cl)cc3)cs2)=C(O)CN1CCCN1CCOCC1	?	-18	-13%	-10%	4%	7%	23%	i	-2%[57.5 µM]
51	Cc1ccc(-c2cc(C(F)(F)F)nc(SCC(=O)c3cccc([N+](=O)[O-])c3)n2)cc1	5.6µM*	-8	-15%	-13%	-3%	1%	14%	i	-15%
52	Cc1c(C(=O)N2CCOCC2)sc2ncnc(N3CCc4ccccc4C3)c12	0%	-17	18%	24%	22%	7%	12%	i	-3%
53	COc1ccc([C@H]2C[C@@H](O)[C@H](n3cc(C4CC4)nn3)CN2C(=O)c2cccs2)cc1	-19%	16	4%	7%	0%	-7%	-21%	i	-41%
54	Cc1ccc(NC(=O)NC(=O)CN2C(=O)NC3(CCCCCCC3)C2=O)c(C)c1	-25%	-9	10%	-12%	12%	8%	11%	i	-4%[57.5 µM]
55	Cc1sc2ncnc(N/N=C/c3ccccc3O)c2c1C	?	3	20%	?	10%	?	10%	i	-34%[inhibitor]
56	COc1cc(-c2nnc(-c3ccncc3)o2)ccc1OCc1ccccc1	2%	49	4%	-5%	13%	2%	13%	i	i

Shown with two lines to a compound: 2 of the compounds above
Fields: GLP-1R inv ag | DRD3 antagonist | Abeta yeast res | TDP43 rescue | GLP-1R agonist | aSyn rescue | FUS suppressor | pAkt inh | PTHR1 agonist
#49 CCOC(=O)CSc1nc2c(sc(=S)n2Cc2ccco2)c(=O)n1-c1ccccc1
→ -10% | -5 | 2% | 9% | -14% | 3% | 29% | i | 13%[57.5 µM]
#50 N=C1C(c2nc(-c3ccc(Cl)cc3)cs2)=C(O)CN1CCCN1CCOCC1
→ ? | -18 | -13% | -10% | 4% | 7% | 23% | i | -2%[57.5 µM]
